PI4K2A block: qHTS for small molecular inhibitors of PI4K2A; purified PI4K2A, ADP-Glo luminescence, 1 h; stronger effect = lower value; activity change, negative = inhibition, % at 76.9 µM; 420,000 tested, 0.13% active; in the data active = activity change below about -50%;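 also: -100% = wells without enzyme as full effect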
Target sequence (Q9BTU6 whole entry, looked up): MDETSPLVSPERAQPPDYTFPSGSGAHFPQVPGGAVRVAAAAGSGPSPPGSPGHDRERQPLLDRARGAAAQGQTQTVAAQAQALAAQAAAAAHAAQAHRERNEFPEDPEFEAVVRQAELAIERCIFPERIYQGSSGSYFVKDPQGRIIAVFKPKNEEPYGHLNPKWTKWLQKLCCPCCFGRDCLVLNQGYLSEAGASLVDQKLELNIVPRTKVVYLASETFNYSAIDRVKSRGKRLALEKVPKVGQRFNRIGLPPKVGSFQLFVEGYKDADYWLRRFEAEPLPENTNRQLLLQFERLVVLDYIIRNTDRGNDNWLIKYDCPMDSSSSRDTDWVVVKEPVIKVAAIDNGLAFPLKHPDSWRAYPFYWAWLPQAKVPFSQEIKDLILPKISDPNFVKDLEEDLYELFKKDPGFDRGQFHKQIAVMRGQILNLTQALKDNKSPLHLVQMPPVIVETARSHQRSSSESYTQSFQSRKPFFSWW
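In this quantitative HTS, ADP production by PI4K2A was quantified luminescently after 1 h at ambient temperature; 100 microM adenosine served as plate-quality control.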
* hit, by the source's call; & = joins results of further samples. This is a subset, so the mix of outcomes need not match the whole.

smiles,PI4K2A block
CO[C@@H]1CN(C)C(=O)c2cc(NC(=O)NC3CCCCC3)ccc2OC[C@@H](C)N(CCc2ccccc2)C[C@H]1C,-4
O=S(=O)(c1ccc(F)cc1)N1CCC(c2nc3ccccc3o2)CC1,-3
COc1ccc(S(=O)(=O)N2CCN(C(=O)CSc3nc4ccccc4nc3N3CCCCC3)CC2)cc1,5
C=CCN1[C@@H](Cc2ccccc2)COc2cc(F)ccc2S1(=O)=O,1
Cc1ccc(S(=O)(=O)Nc2ccccc2C(C(=O)OC(C)(C)C)C(=O)OC(C)(C)C)cc1,-6
Cc1occc1-c1nnc(SCC(=O)N2CCN(c3ncccn3)CC2)n1-c1ccccc1,-2
COC(=O)[C@]12CCCCC=C1N(Cc1ccc3c(c1)OCO3)C(=O)[C@H](CC(=O)NCC1CCCCC1)C2,2
CC(C)=CCC[C@@]1(C(=O)O)[C@@H]2C/C=C(\C)CC/C=C(\C)CC[C@H]1[C@]1(CC2)CO1,-10
Cc1ccc(CN2CCCCC(NC(=O)c3cccc([N+](=O)[O-])c3)C2=O)cc1 (stereo unspecified),3
CCNC(=S)NNC(=O)CSc1nnc(SCc2cccc3ccccc23)s1,4
COCCNC(=O)C1C(=O)Nc2ccccc2C(=O)N1c1ccc2c(c1)OCCO2 (stereo unspecified),-2
COc1ccc(OC)c(S(=O)(=O)n2c(CN3CCOCC3)nc3ccccc32)c1,3
O=C(C(=O)N1CCN(c2ccccc2)CC1)c1cccc(Br)c1,-3
O=C(C1CCCN(S(=O)(=O)c2ccc([N+](=O)[O-])cc2)C1)N1CCN(Cc2ccccc2)CC1 (stereo unspecified),3
COC(=O)[C@@]12C[C@@H](CC(=O)NCc3ccc(C)o3)C(=O)N(Cc3cccc4ccccc34)C1=CCC(C)(C)C2,1
C[C@H]1COc2c3ccccc3nn21,1
Cc1ccc(-c2c(NC(=O)Nc3ccccc3)nc3ncccn23)cc1,1
Fc1cccc(CNC2CCC23CCC(c2ccccc2)CC3)c1 (stereo unspecified),2
Nc1c(-c2ccc(F)cc2)nc2ncccn12,5
COC(=O)[C@]12C[C@H](CC(=O)NCCc3ccccc3OC)C(=O)N(CCc3ccc(OC)c(OC)c3)C1=C[C@H](COCc1ccccc1)O[C@@H]2C,-2
COc1ccc(CN(CCN2CCOCC2)C(=O)c2ccc(F)cc2Cl)cc1OC,-9
Cc1cc(NS(=O)(=O)c2ccc(NC(=O)CSc3nnc(-c4cnccn4)n3-c3ccccc3)cc2)nc(C)n1,-2
CN1C(=O)[C@@](O)(CC(=O)c2ccccc2)c2cc(Br)ccc21,-3
O=C(Nc1ccc(F)cc1)OCc1cn(Cc2ccc(Cl)cc2)nn1,3
O=C(NCCOc1ccccc1)C1C(=O)Nc2ccccc2C(=O)N1C1CCCCC1 (stereo unspecified),-3

Single entries from the results shown:
For PI4K2A block, Cc1ccc(CN2CCCCC(NC(=O)c3cccc([N+](=O)[O-])c3)C2=O)cc1 (stereo unspecified) is listed with 3
For PI4K2A block, COC(=O)[C@]12C[C@H](CC(=O)NCCc3ccccc3OC)C(=O)N(CCc3ccc(OC)c(OC)c3)C1=C[C@H](COCc1ccccc1)O[C@@H]2C is listed with -2
For PI4K2A block, C[C@H]1COc2c3ccccc3nn21 is listed with 1
For PI4K2A block, Cc1occc1-c1nnc(SCC(=O)N2CCN(c3ncccn3)CC2)n1-c1ccccc1 is listed with -2

Structures above with a furan ring, fused or not, in the order listed:
smiles,PI4K2A block
Cc1occc1-c1nnc(SCC(=O)N2CCN(c3ncccn3)CC2)n1-c1ccccc1,-2
COC(=O)[C@@]12C[C@@H](CC(=O)NCc3ccc(C)o3)C(=O)N(Cc3cccc4ccccc34)C1=CCC(C)(C)C2,1

(listing goes on)
smiles,PI4K2A block
COc1ccc(C=O)cc1-c1cc(C(C)=O)c2n(c1=O)CCC2,2
O=C(N[C@H]1C[C@@H]2O[C@@H](CO)CC[C@@H]2O[C@@H]1CCc1ccc(-c2cccnc2)cc1)c1cccc(F)c1,-5
C=CCN1C(=O)[C@@H](CC(=O)NCc2ccc(C)o2)[C@]2(C(=O)OC)CCCCC=C12,7
COc1ccc(C(=O)/C=C(\Nc2ccc(F)cc2)c2ccc(OC)cc2OC)c(OC)c1,1
O=C(Nc1nc2ncccn2c1-c1ccccc1)c1ccccc1,2
COC1=C[C@H](C(=O)NCc2ccccn2)[C@@]2(C)Cc3ccccc3[C@H]2CC1=O,-1
COc1ccc(NC(=O)C(c2ccccc2F)n2c(=O)c(-c3ccco3)nc3ccccc32)cc1 (stereo unspecified),-3
O=S1(=O)CC2c3ccccc3CN2CN1Cc1ccccc1 (stereo unspecified),4
CC(=O)Nc1ccc(C(=O)N2c3ccccc3N=C(c3ccc4c(c3)OCO4)C2C(=O)NCc2ccccc2)cc1 (stereo unspecified),-1
CCN(CC)CCCNC(=O)C1(N[C@@H](Cc2c[nH]c3ccccc23)C(=O)NCC(OC)OC)CCCCC1,-4
COC(=O)[C@]12C[C@H](CC(=O)NCc3cccc4ccccc34)C(=O)N(Cc3ccc(Cl)cc3Cl)C1=C[C@H](COCc1ccccc1)O[C@@H]2C,-5
O=C(Nc1ccc(F)cc1)OCc1cn(Cc2ccccc2F)nn1,0
CSCCC(C(=O)NCc1ccccc1)n1c(Cc2cc(F)cc(F)c2)nc2ccccc21 (stereo unspecified),0
CO[C@H]([C@H](C)/C=C/N(C)C=O)[C@@H](C)C(O)CC[C@H](C)[C@H](O)[C@H](C)[C@H]1OC(=O)/C=C/C(C)=C/C[C@H](O)C[C@@H]2C=CC[C@@H](C[C@H](OC)[C@@]3(CO3)[C@@H](OC)C[C@@H](OC)[C@@H]1C)O2 (stereo partly specified),0
O=C(OCc1ccc(CSc2nnc(-c3cccc4ccccc34)o2)cc1)c1ccc(F)cc1,-1
CC(=O)N1CCCN(S(=O)(=O)c2ccc3c(c2)n(C)c(=O)c(=O)n3C)CC1,1
Cc1csc(-c2nc3ccccc3n2C(C(=O)NC(C)(C)C)c2ccccc2)c1 (stereo unspecified),-7
CN(Cc1ccccc1)S(=O)(=O)c1cccc(C(=O)OCc2ccc(C(F)(F)F)cc2)c1,-2
O=C(NCCc1ccccc1)OCc1cn(-c2ccccc2Cl)nn1,4
COC(=O)c1cc(-c2cccc3ccccc23)c(=O)n2c1CCC2,2
CCCCNC(=O)C[C@@H]1C[C@@]2(C(=O)OC)CC(C)(C)CC=C2N(Cc2cccc3ccccc23)C1=O,0
CCCCC(=O)OCC(=O)[C@H]1[C@H](C)C[C@H]2[C@@H]3C[C@H](F)C4=CC(=O)C=C[C@]4(C)[C@@]3(F)[C@@H](O)C[C@@]21C,2
CCCC(=O)OC12CCCN(C1)/C(=C/c1ccc(OC)cc1)C2 (stereo unspecified),0
CC(C)[C@H](N)C(=O)N[C@H](C(=O)N1CCC2CCN(S(=O)(=O)c3ccccc3)CC21)C(C)C (stereo partly specified),-1
COC(=O)[C@]12C[C@H](CC(=O)NCCC(C)C)C(=O)N(CCC3=CCCCC3)C1=C[C@H](C1CCCC1)O[C@@H]2C,-3
O=C(C1CCC1)N1CCc2cc(S(=O)(=O)N3CCN(c4ccccc4F)CC3)ccc21,-3
N#Cc1ccc(C(C(=O)NC2CCCCC2)n2c(=O)c(-c3ccco3)nc3ccccc32)cc1 (stereo unspecified),-21
COc1cccc(CNS(=O)(=O)c2cc3c(cc2Br)CC(C)N3C(C)=O)c1 (stereo unspecified),-7
CCC(CC)C(C(=O)NCc1ccccc1)N1CCN(CCN2CCOCC2)CC1 (stereo unspecified),-4
Cc1occc1-c1nnc(SCC(=O)Nc2ccccn2)n1-c1ccccc1,-1
CCOC(=O)[C@]12CCCC=C1N(CCc1ccc(OC)c(OC)c1)C(=O)[C@H](CC(=O)N1CCN(C(=O)C3CC3)CC1)C2,0
COc1cccc(CNC(=O)CNS(=O)(=O)c2ccc3nc(C)sc3c2)c1OC,-4
COC(=O)[C@H](C)NC(=O)[C@@H]1CC=C[C@@H]2CCN(CCc3ccccc3)C(=O)[C@@H]21,-4
CC(NCc1ccco1)C(=O)N1CCN(c2ccc(F)cc2)CC1 (stereo unspecified),1
COC(=O)[C@]12C[C@H](CC(=O)NCc3cccc(C(F)(F)F)c3)C(=O)N(Cc3ccccc3)C1=C[C@H](COCc1ccccc1)O[C@@H]2C,-5
O=C(COC(=O)c1ccc(Sc2ncn[nH]2)c([N+](=O)[O-])c1)Nc1ccc(Cl)c(Cl)c1,-7
O=C(NC1CCC1)c1ccc(C#Cc2cccc(F)c2)c[n+]1[O-],-1
CCOC1=C2CN(S(=O)(=O)c3ccc(C)cc3)C(c3ccccc3)CC2N(S(=O)(=O)c2ccccc2Cl)C(c2ccccc2)C1 (stereo unspecified),0
NC(=NCCc1c[nH]c2ccccc12)NC(=O)OCc1ccccc1,-1
COC(=O)[C@]12CCCCC=C1N(Cc1ccc3c(c1)OCO3)C(=O)[C@H](CC(=O)NCc1cccc(C(F)(F)F)c1)C2,7
COc1ccc2[nH]c3c(c2c1)CCN[C@]31C(=O)N(Cc2cn(Cc3ccccc3)nn2)c2ccc(F)cc21,-21
O=C1N2Cc3ccccc3C2CS(=O)(=O)N1CCc1ccccc1 (stereo unspecified),7
CC(=O)N1c2ccccc2N=C(c2ccc3c(c2)OCO3)C1C(=O)NCc1ccccc1 (stereo unspecified),-5
O=C(Nc1ccc(OC(F)(F)F)cc1)Nc1c(-c2ccccc2)nc2ncccn12,4
Cc1cc(C)c2cc(C#N)c(NCCNC(=O)c3ccccc3)nc2c1,-4
COc1ccc(CCC(=O)N2c3ccccc3N=C(c3ccc4c(c3)OCO4)C2C(=O)NCc2ccccc2)cc1 (stereo unspecified),0
CC(C)NC(=O)C1(C)CN(S(C)(=O)=O)CC(=O)N1C1CCN(Cc2ccccc2)CC1 (stereo unspecified),-4
CS(=O)(=O)N[C@@H]1C[C@@H]2O[C@@H](CO)CC[C@@H]2O[C@@H]1CCc1ccc(-c2ccccc2F)cc1,-6
Cc1cccc(C)c1NC(=O)C(c1ccc(C(F)(F)F)cc1)n1c(=O)c(-c2ccccc2)nc2ccccc21 (stereo unspecified),0
CCOC(=O)[C@@]12CCC3=C1N(CCC3)C(=O)[C@H](CC(=O)NCc1ccc(C)o1)C2,-1

Grouped by structure: those above containing bromine.
smiles,PI4K2A block
O=C(C(=O)N1CCN(c2ccccc2)CC1)c1cccc(Br)c1,-3
CN1C(=O)[C@@](O)(CC(=O)c2ccccc2)c2cc(Br)ccc21,-3
COc1cccc(CNS(=O)(=O)c2cc3c(cc2Br)CC(C)N3C(C)=O)c1 (stereo unspecified),-7

Sorted by the number under PI4K2A block (ascending): three of the compounds above.
smiles | PI4K2A block
CCC(CC)C(C(=O)NCc1ccccc1)N1CCN(CCN2CCOCC2)CC1 (stereo unspecified) | -4
Cc1cccc(C)c1NC(=O)C(c1ccc(C(F)(F)F)cc1)n1c(=O)c(-c2ccccc2)nc2ccccc21 (stereo unspecified) | 0
O=S1(=O)CC2c3ccccc3CN2CN1Cc1ccccc1 (stereo unspecified) | 4

Later entries:
smiles,PI4K2A block
CC(C)NC(=O)C1C(c2ccccc2)=Nc2ccccc2N1C(=O)c1cc(Cl)cc(Cl)c1 (stereo unspecified),4
Cc1ccc(-c2cc(C(=O)NN=Cc3ccc(-c4ccccc4)cc3)[nH]n2)cc1,4
CC[C@@H](CCCc1ccc(OC)cc1)CCC(=O)N(c1ccccc1)c1ccccc1,-2
CS(=O)(=O)c1ccc(S(=O)(=O)N2CCN(C(=O)C(O)c3ccccc3)CC2)cc1 (stereo unspecified),5
Cc1occc1-c1nnc(SCC(=O)N[C@@H]2CCc3ccccc32)n1-c1ccccc1,-2
CCN(CC)C(=O)CC[C@@H]1CC[C@]2(CCCN(Cc3nccs3)C2)O1,-1
Cc1ccccc1N1CCN(S(=O)(=O)c2ccc3c(c2)oc(=O)n3C)CC1,4
CCCCOCCCNC(=O)C[C@@H]1C[C@]2(C(=O)OCC)CCC3=C2N(CCC3)C1=O,2
CCOC(=O)C1C[C@@H](O)C=CC1=O (stereo partly specified),-2
C=CCN1C(=O)[C@H](CC(=O)NCC2CCCCC2)[C@@]2(C(=O)OCC)CCCC=C12,-2
O=C(CCc1ccccc1-c1ccccc1CCNC(=O)c1cccc(F)c1)NCc1ccccc1,6
CCCCNC(=O)OCCCN1CCC2(CCC(c3ccccc3)CC2)C1=O (stereo unspecified),-4&-1
CN(C(=O)CNC(=O)c1ccccc1OCC(=O)Nc1ccc(I)cc1)c1ccccc1,-1
CCOc1ccc(-n2c(SCC(=O)NN=Cc3ccc(C(=O)O)cc3)nnc2-c2cccnc2)cc1,1
Cc1ccc(NC(=O)[C@@H]2CC(=O)O[C@@H]2c2ccccc2)cc1C,2
COc1ccc(CNC(=O)CCNS(=O)(=O)c2ccc3[nH]c(=O)oc3c2)cc1,7
COc1ccc(CN2C(=O)CSCC2(C)C(=O)Nc2c(C)cccc2C)cc1OC (stereo unspecified),-4
O=C(NC1CCCCN(Cc2ccc(Cl)cc2)C1=O)c1cccs1 (stereo unspecified),-2
COC(=O)[C@]12C[C@H](CC(=O)NCC34CC5CC(CC(C5)C3)C4)C(=O)N(Cc3ccc(Cl)cc3Cl)C1=C[C@H](COCc1ccccc1)O[C@@H]2C,-6
CCC[C@H]1[C@@H](OC(=O)NC(CC)CC)CC[C@@]23CCCN2C(=O)CCC[C@@H]13,-1
